ELG1 DNA repair: qHTS screen for small molecules that inhibit ELG1-dependent DNA repair in human embryonic kidney (HEK293T) cells expressing luciferase-tagged ELG1; HEK293T ELG1-luciferase reporter, luminescence, 16 h; DNA damage induced by 5-fluorouridine; Potency, µM (doses to about 46.1 µM), without a hit: top-dose activity change, negative = inhibition, most hits filed as inhibitors; 2.3% of 330,000 active; note: potency is the fitted concentration of half-maximal effect; % is set by controls: 0 for no effect and ±100 for the full control effect; nearly all actives have a fitted effect of over 55% in size
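Luminescence from the luciferase reporter, measured 30 min after ONE-Glo reagent at room temperature, was the read-out. Beforehand, 2,000 cells per well were exposed for 16 hr at 37 °C to 5-fluorouridine together with compound or vehicle.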
USP2a block: qHTS Assay for Inhibitors of Ubiquitin-specific Protease USP2a Using CHOP2 as the Reporter; Ubiquitin carboxyl-terminal hydrolase 2 (Homo sapiens), O75604; USP2 core, Ub-CHOP2 coupled fluorogenic reporter, 485/531; Potency, µM (highest dose often 38.3 µM), without a hit: at the top dose activity change, negative = inhibition, most hits filed as inhibitors; 0.01% of 330,000 active; AID 463254, 2010;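 note: potency is the fitted concentration of half-maximal effect; plate controls were DMSO wells for no effect and full inhibition by NEM control for full effect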
Target sequence (O75604 whole entry, looked up): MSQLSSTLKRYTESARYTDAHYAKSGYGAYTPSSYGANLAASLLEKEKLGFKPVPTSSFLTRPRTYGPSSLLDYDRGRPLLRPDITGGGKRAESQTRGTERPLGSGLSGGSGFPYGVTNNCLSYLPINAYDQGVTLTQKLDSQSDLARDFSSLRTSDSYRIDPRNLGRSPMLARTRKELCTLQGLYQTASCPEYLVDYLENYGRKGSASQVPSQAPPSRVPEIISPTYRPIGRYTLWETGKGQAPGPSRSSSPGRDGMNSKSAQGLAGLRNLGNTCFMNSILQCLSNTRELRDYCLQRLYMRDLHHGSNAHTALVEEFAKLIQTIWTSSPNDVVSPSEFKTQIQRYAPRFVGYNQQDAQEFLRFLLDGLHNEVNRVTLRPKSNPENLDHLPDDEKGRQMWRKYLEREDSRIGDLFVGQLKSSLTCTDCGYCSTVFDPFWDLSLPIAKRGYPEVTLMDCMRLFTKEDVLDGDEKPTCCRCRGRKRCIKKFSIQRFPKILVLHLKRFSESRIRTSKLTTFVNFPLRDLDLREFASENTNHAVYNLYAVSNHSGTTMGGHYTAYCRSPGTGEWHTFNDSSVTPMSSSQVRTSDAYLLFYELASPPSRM
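Cell-free coupled assay: 10nM USP2 core preincubated 30min RT with compound in Tris-HCl pH 8.0/CaCl2/CHAPS buffer, then 25nM Ub-CHOP2 and 25nM reporter substrate; fluorescence (Ex 485/Em 531) read after 60min RT, normalized to NEM inhibition, concentration-response curves fitted.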
B2AR arrestin: qHTS assay of beta-arrestin-biased ligands of beta2-adrenergic receptor; Beta-2 adrenergic receptor (Homo sapiens), P07550; beta-arrestin recruitment to beta2AR, cell-based reporter; Potency, µM (series often up to 46.1 µM), for inactives: at the top dose activation, usual class: activators; 0.02% of 330,000 active; AID 492947, 2010;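 note: potency is the fitted concentration of half-maximal effect; 0% = DMSO controls and full agonism = EC100 isoproterenol or metaproterenol; nearly all actives have a fitted effect of over 65% in size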
PTAP TSG101 blk: qHTS Assay for Iinhibitors of HIV-1 Budding by Blocking the Interaction of PTAP/TSG101; Tumor susceptibility gene 101 protein (Homo sapiens), Q99816; Fluorescence polarization, FITC-PTAP peptide / Tsg101 binding; Potency, µM (titrated, usually from 115 µM), for the others: at the highest dose activity change, negative = inhibition, hits mostly inhibitors; 340,000 tested, under 10 active; AID 493005, 2010; active = well fitted inhibition curve with a large enough effect in the main read-out, with a control signal flat, not every such curve was filed as active; inconclusive = small, poorly fitted or top-dose-only effect, or effect the other way, or a change in a side signal; inactive = no such curve, though single readings can be large or run the other way; note: potency is the fitted concentration of half-maximal effect; % of control where 0% means no effect
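Fluorescence polarization binding of Tsg101 binding domain (10 uM final) to FITC-labeled PTAP peptide (50 nM final) in HEPES pH 7.5 buffer with NaCl, Tween 20, EDTA, TCEP. Compounds added before peptide; binding 20 min at RT.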
Eya2 inh: qHTS Assay for Inhibitors of the Phosphatase Activity of Eya2; Protein phosphatase EYA2 (Homo sapiens), O00167; recombinant Eya2, OMFP fluorescence dephosphorylation (OMFP is methylfluorescein phosphate); Potency, µM (series often up to 76.9 µM), inactives show top-dose activity, negative = inhibition, hits mostly inhibitors; 0.006% of 330,000 active; AID 488837, 2010; note: potency is the fitted concentration of half-maximal effect; % is set by controls: 0 for no effect and ±100 for the full control effect
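Eya2 protein (added as 0.2 uM solution) was preincubated with compound for 10 min at ambient temperature in 50 mM HEPES pH 7.5, 50 mM NaCl, 5 uM MgCl2, 0.05% BSA, 1 mM DTT. OMFP (added at 50 uM) then reacted 10 min; fluorescence read at 485/525 nm.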
Chronic BCR inh: qHTS Assay to Find Inhibitors of Chronic Active B-Cell Receptor Signaling. Potency, µM (top dose mostly 46.1 µM), for the others: at the highest dose ratio change, negative = lower green/red ratio, most hits filed as inhibitors. 0.05% of 340,000 active. ABC-DLBCL IkBa-CBG/CBR reporter, luminescence ratio, 4 h; active = well fitted inhibition curve with a large enough effect in the signal ratio, with a control signal flat, not every such curve was filed as active; inconclusive = small, poorly fitted or top-dose-only effect, or effect the other way, or a change in a side signal; the % refers to the signal ratio;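 note: potency is the fitted concentration of half-maximal effect; plate controls were basal doxycycline-induced cells for no effect and cells given 10 µM MG132 for full effect; MG132 reads +100%, hits lower the ratio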
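Concentration-response series (up to 46 uM) were applied to TMD8 dual-reporter cells for 4 h at 37C with doxycycline. Green/red ratio, after filter-overlap correction, defined %Activity; red signal alone was normalised to basal cells and zero luminescence.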
TSHR antag: Antagonists of the Thyroid Stimulating Hormone Receptor: HTS campaign. 0.2% of 330,000 active. TSHR-expressing cells, TSH-stimulated cAMP HTRF, 2 h; active compounds read low. AID 504810, 2011. activity change, negative = inhibition, % at 11.5 µM;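 active = activity change below a set negative limit, meaning inhibition stronger than a set level, cut at about -70% in these data; inconclusive = activity change between two set negative limits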; note: % is set by controls: 0 for no effect and ±100 for the full control effect
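Antagonism was scored as loss of TSH-driven cAMP in TSHR cells, stimulated with 4nM TSH (EC80) for 2 hours at 37 deg C and detected by homogeneous HTRF competition immunoassay.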
Tb PFK inh: qHTS Assay to Find Inhibitors of T. brucei phosphofructokinase; ATP-dependent 6-phosphofructokinase (Trypanosoma brucei brucei), O15648; 0.17% of 330,000 active; T. brucei PFK, ADP-Glo luminescence; Potency, µM (top dose mostly 57.5 µM), without a hit: at the top dose activity, negative = inhibition, hits mostly inhibitors;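 note: potency is the fitted concentration of half-maximal effect; 0% = uninhibited 1x PFK enzyme wells and -100% = no-enzyme wells; nearly all actives have a fitted effect of over 60% in size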
Target sequence (O15648 whole entry, looked up): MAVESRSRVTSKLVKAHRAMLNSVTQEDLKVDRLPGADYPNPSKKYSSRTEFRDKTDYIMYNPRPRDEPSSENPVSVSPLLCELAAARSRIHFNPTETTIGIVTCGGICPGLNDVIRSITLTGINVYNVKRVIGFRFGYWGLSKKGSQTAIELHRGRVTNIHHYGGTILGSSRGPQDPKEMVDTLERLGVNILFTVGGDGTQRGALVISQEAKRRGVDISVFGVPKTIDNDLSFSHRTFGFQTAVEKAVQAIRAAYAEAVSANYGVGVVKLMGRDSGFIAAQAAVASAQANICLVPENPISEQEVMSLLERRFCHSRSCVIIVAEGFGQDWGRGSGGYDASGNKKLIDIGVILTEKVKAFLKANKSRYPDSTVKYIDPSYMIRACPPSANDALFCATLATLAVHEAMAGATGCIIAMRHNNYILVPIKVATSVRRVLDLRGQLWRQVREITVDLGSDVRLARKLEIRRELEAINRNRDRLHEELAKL
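1.25 nM PFK with 0.5 mM F6P and 0.1 mM ATP in 0.1 M TEA pH 8.0, 5 mM MgCl2, incubated 45 min at room temperature; ADP measured by ADP-Glo luminescence; compounds titrated up to 57 uM.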
uPA surface inh: qHTS for Inhibitors of Cell Surface uPA Generation; cell surface uPA generation assay, qHTS; AID 540303, 2011; 0.31% of 330,000 active; Potency, µM (top dose mostly 38.3 µM), without a hit: top-dose activity change, negative = inhibition, usual class: inhibitors; active = well fitted inhibition curve with a large enough effect; inconclusive = small, poorly fitted or top-dose-only effect; inactive = no such curve, though single readings can be large or run the other way; tested in mouse RAW 264.7 cells; note: potency is the fitted concentration of half-maximal effect; % is set by controls: 0 for no effect and ±100 for the full control effect; nearly all actives have a fitted effect of over 55% in size
TCR activator: Activators of T cell receptors: qHTS campaign; primary human leukocytes, anti-CD3, IL-2 HTRF, 48 h; Potency, µM (top dose mostly 9.22 µM), for inactives: top-dose activation of IL-2 secretion, actives largely listed as activators; 330,000 tested, under 10 active; AID 504894, 2011; note: % of control where 0% means no effect
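Human primary leukocytes + a-CD3 beads + cpd, 48 hr; IL-2 in supernatant by HTRF (ex 320nm / em 665nm). No co-stimulatory signal supplied.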
Mito fusion act: qHTS Assay for Small Molecule Inhibitors of Mitochondrial Division or Activators of Mitochondrial Fusion | AID 485298, 2010 | Potency, µM (highest dose often 46.1 µM), for inactives: top-dose growth rescue (activation), usual class: activators | 0.23% of 320,000 active | S. cerevisiae fusion-defective mutant growth rescue, CellTiterGlo 48 h;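 note: potency is the fitted concentration of half-maximal effect; % of control where 0% means no effect; nearly all actives have a fitted effect of over 45% in size; temperature-sensitive fusion mutants such as fzo1-1 at 37 °C on non-fermentable ethanol glycerol medium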
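Growth-rescue viability read-out: after 48 h at the non-permissive 37C in glycerol/ethanol YPEG, yeast mitochondrial fusion mutants are measured by CellTiterGlo luminescence; compounds (23 nl pinned per well) restoring growth score as division inhibitors or fusion activators.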
* = called active by the depositor; u = inconclusive; x = no result given; [ ] = remark or other dose. Unless noted, calls come from the whole dose curve; as a rule, active = well fitted curve in the direction sought with a large enough effect; inconclusive = small, poorly fitted or top-dose-only effect, or another doubt; inactive = no such curve, though single readings can be large; an effect the other way counts as inactive or inconclusive.

SMILES	ELG1 DNA repair	USP2a block	B2AR arrestin	PTAP TSG101 blk	Eya2 inh	Chronic BCR inh	TSHR antag	Tb PFK inh	uPA surface inh	TCR activator	Mito fusion act
COC(=O)[C@@H]1C[C@]2(OC(=O)c3ccccc3)C=CC(=O)C[C@@H]2N1C(=O)OCc1ccccc1	15µM*	0%	-1.0%	-3%	-14%	u	-6	-4%	3.2µM*	-2%	11%
COc1ccccc1NC(=O)CCC(=O)OCc1ccc(Cl)cc1	7%	-1%	0.3%	0%	-11%	-6%	21	-5%	2%	-6%	4%
COc1ccc(OC)c(S(=O)(=O)Nc2cc3c4c(c2)C(C)C(=O)N4CCC3)c1 (configuration not stated)	8%	-1%	3.4%	-6%	11%	-16%	-12	-3%	-23%	1%	-11%
NC(=O)c1cc([N+](=O)[O-])c(Cl)cc1NCc1cccnc1	u	2%	-0.9%	-9%	14%	6%	-7	0%	13%	3%	2%
CCOc1ccc(/C=N/NC(=O)c2ccc(Cn3cc(Br)cn3)o2)cc1	u	-1%	-1.3%	-3%	-10%	-19%	10	-3%	-4%	10%[46.1 µM]	-4%
O=C1CN(C(=O)CSc2nc3cc(Cl)ccc3c(=O)n2Cc2ccccc2)c2ccccc2N1	u	3%	-0.6%	-5%	1%	u	-3	0%	11%	6%[46.1 µM]	2%
COc1ccc(CCNC(=O)CSc2ccc(-c3ccccc3)nn2)cc1	1%	5%	-0.7%	x	-1%	-1%	6	-13%	x	1%[46.1 µM]	-2%
NC(=O)c1nnsc1Sc1c(C(N)=O)nnn1-c1cccc(N)c1	-9%	9%	0.1%	-10%	-1%	6%	27	-2%	-12%	-3%	-5%
CCCOc1ccc(C(=O)c2nc3c(n2O)CCCC3)cc1	u	1%	-0.3%	0%	11%	u	-2	-2%	2%	-2%	-1%
O=c1c2c3c(sc2n2cnnc2n1Cc1ccccc1)CN(Cc1ccccc1)CC3	u	2%	0.1%	-3%	10%	3%	2	-5%	-2%	-2%	-7%
COc1ccc(C2=NOC(C(=O)NC(C)(C)C)C2)cc1 (configuration not stated)	5%	3%	0.1%	-1%	7%	1%	-1	1%	x	-3%	-1%
Cc1ccc(S(=O)(=O)NCC(c2cccnc2)N2CCc3ccccc32)cc1 (configuration not stated)	-3%	1%	-0.2%	0%	-7%	-2%	6	-5%	10%	4%	-2%
COC(=O)c1ccc(CNC(=O)/C=C/c2cc([N+](=O)[O-])ccc2OC(F)F)cc1	10µM*	-6%	-0.1%	0%	-1%	-9%	10	-1%	-3%	-3%	1%
C=CCSc1nc(C)c(CC(=C)C)c(=O)[nH]1	-5%	-3%	2.9%	-3%	8%	3%	-9	-2%	-2%	10%	-5%
COc1ccc(N2CCC(CNC(=O)Nc3ccc(Cl)cc3)C2)cc1 (configuration not stated)	u	1%	0.6%	0%	-4%	u	0	-8%	5%	2%	2%

Entries listed above marked active in uPA surface inh.
| Structure | B2AR arrestin | PTAP TSG101 blk | Eya2 inh | TSHR antag | Tb PFK inh | uPA surface inh | TCR activator |
| --- | --- | --- | --- | --- | --- | --- | --- |
| COC(=O)[C@@H]1C[C@]2(OC(=O)c3ccccc3)C=CC(=O)C[C@@H]2N1C(=O)OCc1ccccc1 | -1.0% | -3% | -14% | -6 | -4% | 3.2µM* | -2% |

The listing continues.
SMILES	ELG1 DNA repair	USP2a block	B2AR arrestin	PTAP TSG101 blk	Eya2 inh	Chronic BCR inh	TSHR antag	Tb PFK inh	uPA surface inh	TCR activator	Mito fusion act
Cc1ccccc1Cn1c2ccccc2c2cnn(CC(=O)NCc3ccco3)c(=O)c21	u	3%	-0.8%	0%	2%	-2%	-12	-19%	1%	-6%	2%
COCC(C)n1c(=O)sc2ccccc2c1=O (configuration not stated)	13%	1%	-0.2%	-6%	-23%	-30%	3	-2%	1%	-3%	-5%
COc1cc(CNCc2ccccn2)ccc1OCc1ccc(Cl)c(Cl)c1	u	1%	-0.2%	-9%	-8%	-1%	-7	-10%	0%	0%	0%
CCOC(=O)N1CCC(NC(=O)c2sc(-n3cccc3)nc2C)CC1	-14%	2%	0.2%	-1%	23%	3%	1	-7%	-2%	1%	2%
NC(=O)C1CCN(CC(=O)N2c3ccccc3CCc3ccccc32)CC1	12%	3%	-0.1%	-5%	-4%	-1%	3	0%	-1%	x	-7%
COc1ccc(-n2c(SCC(=O)Nc3cccc4ccccc34)nc(O)cc2=O)cc1	-3%	0%	-0.8%	0%	6%	2%	-6	2%	2%	-2%	-2%
CC(=O)c1ccc(N(C(=O)CNC(=O)c2ccco2)C(C(=O)NC2CCCC2)c2ccco2)cc1 (configuration not stated)	1%	3%	-0.7%	2%	-5%	0%	2	-9%	-5%	1%	-1%
CCc1ccc(-c2nn(-c3ccccc3)cc2CSC(=N)N)cc1	-10%	-1%	-0.1%	-10%	-4%	-15%	-8	-8%	-6%	12%[46.1 µM]	-13%
CCCCn1c(-c2ccoc2C)n[nH]c1=S	-11%	3%	0.7%	-6%	-11%	-3%	-13	1%	-2%	-7%[46.1 µM]	-3%
O=C(C(=O)N1CCN(c2cccc(Cl)c2)CC1)c1cn(CC(=O)N2CCOCC2)c2ccccc12	3%	-4%	0.1%	-5%	-10%	u	-9	-18%	-1%	1%	-3%
Cc1cc(NC(=O)CSc2nccn2-c2cccc(C)c2C)no1	u	3%	-0.3%	0%	-2%	u	-10	2%	-12%	2%	0%
O=C(CCC(=O)c1ccccc1)Nc1cccnc1	-10%	-1%	-0.3%	-8%	10%	10%	12	2%	0%	-3%	-1%
CCN(CC)C(C)C(=O)Nc1c2c(cc3c1CCC3)CCC2 (configuration not stated)	1%	2%	-0.4%	-5%	0%	-1%	1	0%	2%	-6%[46.1 µM]	-3%
COc1cccc(NC(=O)CNC(=O)Cn2cnc3sc(C)c(C)c3c2=O)c1	-8%	0%	2.4%	-3%	-2%	-16%	6	1%	3%	3%	-7%
CCOc1[nH]n(-c2ccccc2)c(=O)c1C=NCc1cccnc1	18%	0%	-0.1%	-4%	5%	19%	16	-6%	-6%	-3%	1%
CC(=O)c1cn(CC(=O)Nc2cccc(C)c2C)c2ccccc12	-4%	5%	-0.7%	0%	5%	13%	1	-3%	2%	2%	-7%
CCOC(=O)Nc1cc(=O)c2ccccc2o1	u	-9%	-1.1%	-10%	1%	0%	0	0%	x	7%	8%
COc1ccc(C(=O)N/N=C/C(=O)c2ccccc2)cc1	u	0%	-0.2%	-2%	-4%	-6%	-17	1%	-2%	3%	3%
COc1ccc(/C=C2\SC(=O)N(CCC(=O)N(C)C3CCS(=O)(=O)C3)C2=O)cc1 (configuration not stated)	u	1%	-0.8%	1%	-12%	u	-11	3%	-8%	3%	-2%
Cc1cc(Nc2ccc(Cl)cc2)nc(N)n1	u	1%	0.0%	-5%	5%	-14%	-4	5%	-1%	0%	-1%

Quoted at random: 2 records from the list, in no set order.
SMILES	ELG1 DNA repair	USP2a block	B2AR arrestin	PTAP TSG101 blk	Eya2 inh	Chronic BCR inh	TSHR antag	Tb PFK inh	uPA surface inh	TCR activator	Mito fusion act
COc1ccc(/C=C2\SC(=O)N(CCC(=O)N(C)C3CCS(=O)(=O)C3)C2=O)cc1 (configuration not stated)	u	1%	-0.8%	1%	-12%	u	-11	3%	-8%	3%	-2%
COc1ccc(C(=O)N/N=C/C(=O)c2ccccc2)cc1	u	0%	-0.2%	-2%	-4%	-6%	-17	1%	-2%	3%	3%

Bioassay records (PubChem)
